# NR2E3 agonist = activates human NR2E3 receptor; 360,000 compounds, 0.35% hits; AID 602229; CHO-S Gal4-NCOR/VP16-NR2E3 two-hybrid, luciferase; Q9Y5X4; inhibition of corepressor binding, % at 3.98 µM;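 active means inhibition above the mean of all tested compounds plus 3 SD, cut at about 70% in these data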;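 further: 0% = DMSO with NR2E3 transfected cells and 100% = cells lacking NR2E3 construct; higher means lower luciferase signal from less NR2E3 corepressor binding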
# Target sequence (Q9Y5X4 whole entry, looked up, the tested form may be a part): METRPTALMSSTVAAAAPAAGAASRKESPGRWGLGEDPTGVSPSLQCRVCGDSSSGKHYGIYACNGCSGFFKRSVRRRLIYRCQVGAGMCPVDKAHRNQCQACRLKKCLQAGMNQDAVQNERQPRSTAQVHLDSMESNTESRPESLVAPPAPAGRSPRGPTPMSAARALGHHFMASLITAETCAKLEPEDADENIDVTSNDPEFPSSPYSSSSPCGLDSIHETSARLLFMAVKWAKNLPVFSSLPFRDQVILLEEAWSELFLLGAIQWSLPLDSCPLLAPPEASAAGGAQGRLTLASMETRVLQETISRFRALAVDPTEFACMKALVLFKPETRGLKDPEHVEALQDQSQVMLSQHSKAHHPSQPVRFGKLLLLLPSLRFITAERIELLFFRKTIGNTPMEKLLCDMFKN
# CaV13 ICDI inh = Primary screen for inhibitors of IQ motif and Ca2+-dependent inactivation inhibitor domain binding in CACNA1D, Förster resonance energy transfer in living cells, …; HEK cells, CFP/YFP FRET ICDI-IQ, plate reader, 10 min; percent FRET-ratio fall versus neutral wells; 340,000 compounds, 0.098% hits; inhibition, % at 12.3 µM; AID 743397;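 active means mean replicate inhibition of at least 30% and at least 1% of replicates passing that level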;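 further: 0% = median of the neutral control wells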
# HIF-2a inh = HIF-2a inhibition; AID 624352; 786-0 RCC cells HIF-2a reporter, luciferase luminescence, overnight; 360,000 compounds, 0.72% hits; inhibition, % at 18.8 µM;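 active means inhibition of the luminescence signal of 40% or more relative to plate controls, in a single-dose primary screen at 18.75 µM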
# Numbers without * were called inactive. A portion of the library; rates above refer to the full screens.
SMILES,NR2E3 agonist,CaV13 ICDI inh,HIF-2a inh
COc1cccc(-c2oc3c(c2C(=O)OCCN2CCCCC2)C(O)CCC3)c1 (stereo unspecified),-81,-9,-191
CCCCC[C@@H](C)N1C[C@H](COCc2ccccc2)Oc2cc(N3CCC[C@H]3C(N)=O)ccc2S1(=O)=O,0,-8,5
COC(=O)[C@@]1(Sc2ccc(C)cc2)CC(=O)N(C(=O)CCc2ccccc2)[C@@H]1c1ccccc1,-18,-6,-2
Cc1cccc(CN2CCN(C3CN(Cc4cn(Cc5cccc(C(F)(F)F)c5)nn4)S(=O)(=O)C3)CC2)c1 (stereo unspecified),-14,-4,-1
O=C1[C@H]2[C@@H]3CCN1CCC[C@@H]2C=C[C@@H]3c1ccc(Br)cc1,-7,-2,2
Cc1ccc2nc(-c3ccc(Cl)cc3)c(Cc3ccccn3)n2c1,-109,-5,-242
O=C1NC[C@H](Cc2ccccc2)N(C[C@@H]2CCCN2C[C@H](Cc2ccc(O)cc2)N2C[C@H](Cc3ccc(O)cc3)N(CCc3ccccc3)C(=O)C2=O)C1=O,-8,-7,4
CCCCCCn1cc(CN2CC(N3CCN(CCO)CC3)CS2(=O)=O)nn1 (stereo unspecified),-6,-7,6
CCCCCCCCN1C(=O)[C@H](CC(=O)NCCCCc2ccccc2)C[C@@]2(C(=O)OCC)CCCC=C12,22,-4,-40
CCCCCCn1cc(CN2CC(N(C)CC)CS2(=O)=O)nn1 (stereo unspecified),3,-8,-9
COc1cc(OC)cc(C2=Cc3ccccc3C(CC(C)=O)N2c2ccc(-c3cncnc3)cc2)c1 (stereo unspecified),-7,-9,15
COC(=O)[C@@]1(Cc2ccc(F)cc2)[C@H]2C(CC(=O)C(=O)N3CCCC3)C(=O)C[C@H]2CN1C(=O)c1ccccc1 (stereo partly specified),4,-8,14
CC(C)CC(=O)[C@@H](O)Cc1ccc(O)cc1,6,-6,9
Nc1nc2c(Br)ccc(Br)c2cc1C(=O)NCCc1ccccc1,-5,-3,0
CN(C)CCN1CCN(C2CN(Cc3cn(Cc4ccc(C(F)(F)F)cc4)nn3)S(=O)(=O)C2)CC1 (stereo unspecified),1,-7,1
CCCCc1c(Cc2cccc(F)c2)ncn1CCc1ccccc1OC,-5,-9,-2
CCOC1CCCc2oc(-c3ccc(OC)cc3)c(C#CCCO)c21 (stereo unspecified),18,-9,9
CCCCn1nnnc1C(c1cc2ccccc2o1)N1CCN(C(=O)OCC)CC1 (stereo unspecified),8,-6,6
CCOC(=O)[C@]12CCC=C1N(Cc1cccc3ccccc13)C(=O)[C@H](CC(=O)NCc1ccc(OC)c(OC)c1)C2,21,-4,-29
CCOC(=O)[C@]12CCCC=C1N(Cc1cccc3ccccc13)C(=O)[C@H](CC(=O)N1CCSCC1)C2,-9,-3,5
COc1ccc(OC)c(CN2C(=O)CCC2(C)c2nnnn2Cc2ccccc2)c1 (stereo unspecified),-26,-9,4
Cc1cccc(C(=O)N2CCC[C@H]2C(=O)N2CCC[C@H]2C(=O)NCc2ccncc2)c1,-30,-10,7
CCOC(=O)[C@]12CCCC=C1N(Cc1ccc3c(c1)OCO3)C(=O)[C@H](CC(=O)N1CCN(C(=O)C3CC3)CC1)C2,-11,-3,12
CCCC[C@@H]1Cc2[nH][nH]c(=O)c2[C@H](c2ccc3ccccc3c2)O1,-2,-6,8
CCOC(=O)[C@]12CCC=C1N(Cc1ccco1)C(=O)[C@H](CC(=O)NCc1ccc(C)o1)C2,-15,-5,1
COc1ccc(Nc2c(C3CC3)nc3nc(C)cc(C)n23)cc1,-14,-5,0
O=C(NCc1ccc(F)cc1F)[C@@H]1CCCN1C(=O)[C@@H]1CCCN1C(=O)c1ccc(Cl)cc1,8,-6,3
O=C(NCc1ccccn1)[C@@H]1CCCN1C(=O)[C@@H]1CCCN1C(=O)c1cccc(Cl)c1,-12,-5,3
Cc1cc(C)n2c(Nc3ccc4c(c3)OCCO4)c(-c3ccc(F)cc3)nc2n1,-44,-5,-169
COC(=O)[C@]12CCCCC=C1N(Cc1cccc3ccccc13)C(=O)[C@H](CC(=O)NCC1CCCCC1)C2,-51,-9,-90

# Another view of 19 compounds above.
# Values in the order – NR2E3 agonist	CaV13 ICDI inh	HIF-2a inh
COc1cc(OC)cc(C2=Cc3ccccc3C(CC(C)=O)N2c2ccc(-c3cncnc3)cc2)c1 (stereo unspecified)
  -7	-9	15
COC(=O)[C@@]1(Cc2ccc(F)cc2)[C@H]2C(CC(=O)C(=O)N3CCCC3)C(=O)C[C@H]2CN1C(=O)c1ccccc1 (stereo partly specified)
  4	-8	14
CC(C)CC(=O)[C@@H](O)Cc1ccc(O)cc1
  6	-6	9
Nc1nc2c(Br)ccc(Br)c2cc1C(=O)NCCc1ccccc1
  -5	-3	0
CN(C)CCN1CCN(C2CN(Cc3cn(Cc4ccc(C(F)(F)F)cc4)nn3)S(=O)(=O)C2)CC1 (stereo unspecified)
  1	-7	1
CCCCc1c(Cc2cccc(F)c2)ncn1CCc1ccccc1OC
  -5	-9	-2
CCOC1CCCc2oc(-c3ccc(OC)cc3)c(C#CCCO)c21 (stereo unspecified)
  18	-9	9
CCCCn1nnnc1C(c1cc2ccccc2o1)N1CCN(C(=O)OCC)CC1 (stereo unspecified)
  8	-6	6
CCOC(=O)[C@]12CCC=C1N(Cc1cccc3ccccc13)C(=O)[C@H](CC(=O)NCc1ccc(OC)c(OC)c1)C2
  21	-4	-29
CCOC(=O)[C@]12CCCC=C1N(Cc1cccc3ccccc13)C(=O)[C@H](CC(=O)N1CCSCC1)C2
  -9	-3	5
COc1ccc(OC)c(CN2C(=O)CCC2(C)c2nnnn2Cc2ccccc2)c1 (stereo unspecified)
  -26	-9	4
Cc1cccc(C(=O)N2CCC[C@H]2C(=O)N2CCC[C@H]2C(=O)NCc2ccncc2)c1
  -30	-10	7
CCOC(=O)[C@]12CCCC=C1N(Cc1ccc3c(c1)OCO3)C(=O)[C@H](CC(=O)N1CCN(C(=O)C3CC3)CC1)C2
  -11	-3	12
CCCC[C@@H]1Cc2[nH][nH]c(=O)c2[C@H](c2ccc3ccccc3c2)O1
  -2	-6	8
CCOC(=O)[C@]12CCC=C1N(Cc1ccco1)C(=O)[C@H](CC(=O)NCc1ccc(C)o1)C2
  -15	-5	1
COc1ccc(Nc2c(C3CC3)nc3nc(C)cc(C)n23)cc1
  -14	-5	0
O=C(NCc1ccc(F)cc1F)[C@@H]1CCCN1C(=O)[C@@H]1CCCN1C(=O)c1ccc(Cl)cc1
  8	-6	3
O=C(NCc1ccccn1)[C@@H]1CCCN1C(=O)[C@@H]1CCCN1C(=O)c1cccc(Cl)c1
  -12	-5	3
Cc1cc(C)n2c(Nc3ccc4c(c3)OCCO4)c(-c3ccc(F)cc3)nc2n1
  -44	-5	-169

# (further entries)
SMILES,NR2E3 agonist,CaV13 ICDI inh,HIF-2a inh
CC(C)(C)C1CCN2CCC[C@](c3ccccc3)(C1)C2OCCCO (stereo partly specified),-35,-2,-2
Cc1cc(C)n2c(Nc3ccc4c(c3)OCCO4)c(-c3ccccn3)nc2n1,-3,-11,-30
C[C@H](c1ccccc1)N1C[C@H](COCc2ccccc2)Oc2cc(N3CCC[C@H]3CO)ccc2S1(=O)=O,-24,-4,5
O=C1NC[C@H](CCCCN2C[C@H](Cc3ccccc3)N(Cc3ccccc3)C(=O)C2=O)N(CCc2ccc(O)cc2)C1=O,-2,-5,-4
O=S1(=O)CC(N2CCN(CCO)CC2)CN1Cc1cn(Cc2ccccc2)nn1 (stereo unspecified),2,-7,3
CN(CCc1ccccc1)C(c1cc2ccccc2o1)c1nnnn1C(C)(C)C (stereo unspecified),9,-5,-5
O=C(NCc1ccccc1)C1c2ccccc2OCC(=O)N1Cc1ccc2c(c1)OCO2 (stereo unspecified),-14,-5,14
O=C1NC[C@H](CCCCN2C[C@H](Cc3ccccc3)N(CCC3CCCCC3)C(=O)C2=O)N(Cc2ccccc2)C1=O,-14,-4,6
CCCCN1C(=O)C(=O)NC[C@H]1Cc1cccc2ccccc12,-5,-15,16
CC1(c2nnnn2-c2ccc3c(c2)OCCO3)CCC(=O)N1C1CC1 (stereo unspecified),11,-9,-8
COCCn1c(C(=O)N(C)C)cc2c1C[C@H]1CN(C(=O)c3ccccc3)[C@@](Cc3ccc(F)cc3)(C(=O)OC)[C@@H]21,-17,-10,8
CCCNC(=O)OC1CC2CC1[C@H]1CCCCN1C2=O (stereo partly specified),6,-5,2
COc1ncc(-c2ccc(N3C(c4ccsc4)=Cc4ccc(F)cc4C3CC(C)=O)cc2)cn1 (stereo unspecified),-7,-5,6
COC(=O)c1cccc(OCCCN2CCC(C(O)(c3ccccc3)c3ccccc3)CC2)c1,-8,-7,-26
Cc1ccc(-c2nc3c(C)cc(Br)cn3c2Cc2cccc(F)c2)cc1,3,-7,-5

# One compound at a time, as listed above.
# `O=C(NCc1ccccc1)C1c2ccccc2OCC(=O)N1Cc1ccc2c(c1)OCO2` (stereo unspecified) as listed: NR2E3 agonist: -14; CaV13 ICDI inh: -5; HIF-2a inh: 14
# `CN(CCc1ccccc1)C(c1cc2ccccc2o1)c1nnnn1C(C)(C)C` (stereo unspecified) as listed: NR2E3 agonist: 9; CaV13 ICDI inh: -5; HIF-2a inh: -5

# The results go on.
SMILES,NR2E3 agonist,CaV13 ICDI inh,HIF-2a inh
CC(C)C[C@H]1CN([C@@H](Cc2ccc(O)cc2)CN2CCC[C@H]2CN2C(=O)C(=O)NC[C@@H]2Cc2ccccc2)C(=O)C(=O)N1CC1CCCCC1,-12,-5,7
C=C1C(=O)OC2C1CCC(C)=CCCC1(C)OC21 (stereo unspecified),-13,-13,20
CC1=C(C(=O)N2CCCCCC2)CC(CC(=O)NCCCN(C)C)C(=O)N1Cc1ccc(C(C)(C)C)cc1 (stereo unspecified),-3,-12,-5
CCCN(C)C1CN(Cc2cn(Cc3ccc(OC)cc3)nn2)S(=O)(=O)C1 (stereo unspecified),12,-8,0
CC(C)(C)n1nnnc1C(c1cc2ccccc2o1)N1CCCC1 (stereo unspecified),10,-5,0
CC1(c2nnnn2-c2ccc3c(c2)OCCO3)CCC(=O)N1CC(F)(F)F (stereo unspecified),-52,-8,-147
C[C@@H]1COc2cc(N3CCN(Cc4ccccc4F)CC3)ccc2S(=O)(=O)N1,18,-4,-5
Cc1cccc(C)c1NC(=O)C1c2ccccc2OCC(=O)N1CCc1ccccc1 (stereo unspecified),14,-3,1
CCN(C)C1CN(Cc2cn(Cc3ccc(C)cc3)nn2)S(=O)(=O)C1 (stereo unspecified),-27,-11,8
Cc1cc2nc(-c3cccc(Br)c3)c(Cc3cccc(Cl)c3)n2c(C)c1Br,-1,-9,-27
CCOC(=O)c1sc2nc(OCc3cccnc3)cc(C)c2c1N,-39,-4,-107
O=NN(CCF)C(=O)NC1CCS(=O)(=O)CC1,10,-13,1
COc1ccc(S(=O)(=O)N2CCC[C@@H]2C(=O)N2CCC[C@H]2C(=O)NCc2ccncc2)cc1C,13,-11,13
COC[C@@H]1CCCN1c1ccc2c(c1)O[C@@H](COCc1ccccc1)CN([C@H](C)c1ccccc1)S2(=O)=O,14,-10,-6
CCCCn1nnnc1C(c1cc2ccccc2o1)N1CCN(CC(=O)N2CCCC2)CC1 (stereo unspecified),-25,-7,12
CN1CCN(C(c2ccccc2)c2nnnn2C(C)(C)C)CC1 (stereo unspecified),-7,-5,2
Cc1cccc(C)c1-n1nnnc1C1c2ccccc2C(=O)N1CCOc1ccccc1 (stereo unspecified),-33,-6,-89
COc1cc(OC)cc(-c2c(Sc3ccccc3)c3cc(-c4ccc(OC)c(F)c4)ccc3n2C)c1,5,-10,10
C[C@@H](c1ccccc1)N1C[C@@H](COCc2ccccc2)Oc2cc(N3CCC[C@H]3CO)ccc2S1(=O)=O,-15,-8,7
CCCCNC(=O)C[C@@H]1C[C@@]2(C(=O)OCC)CCC=C2N(Cc2cccc3ccccc23)C1=O,20,-1,-14
CCCCn1nnnc1C(c1cc2ccccc2o1)N1CCN(C(=O)OC(C)(C)C)CC1 (stereo unspecified),-11,-6,-16
Oc1cccc(-c2sc3ccccc3c2-c2ccc(OCCN3CCCCC3)cc2)c1,-13,-7,-10
CC(C)C[C@@H]1COc2cc(N(C)CCO)ccc2S(=O)(=O)N1,-21,-9,6
O=C(NCc1ccncc1)[C@@H]1CCCN1C(=O)[C@@H]1CCCN1C(=O)c1cccs1,-8,-5,6
CC(C)NC(=O)N1Cc2cc(C(=O)NC3CCCC3)nc(-c3cccc(-c4cccnc4)c3)c2[C@@H]1CCO,-27,-4,-14
O=C1NC[C@@H](CCCCN2CCN(CCc3ccccc3)C(=O)C2=O)N(Cc2ccccc2)C1=O,-5,-3,13

# Assay outcomes as filed in PubChem BioAssay.
